Neddyl block: cullin neddylation inhibition. P61081+Q13564. calls only at 25 µM. TR-FRET cullin neddylation, biochemical. AID 651699. actives 0.58% (n = 360,000); in the data active = inhibition above about 36%
MsrA inhibitor: inhibitors of bovine MsrA; AID 651718; inhibition, % at 15.5 µM; actives 0.75% (n = 360,000); purified bovine MsrA, absorbance read-out; in the data active = inhibition above about 4.5%;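 also: 0% = vehicle wells with enzyme and 100% = reference inhibitor wells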
Rin1 Abl inh: human Rin1-Abl interaction inhibition; TR-FRET Rin1/Abl binding, biochemical; inhibition, % at 7.35 µM; actives 0.4% (n = 360,000); AID 588664; in the data active = inhibition above about 5%, passing the limit was not always enough
Target sequence (P00519 whole entry, looked up): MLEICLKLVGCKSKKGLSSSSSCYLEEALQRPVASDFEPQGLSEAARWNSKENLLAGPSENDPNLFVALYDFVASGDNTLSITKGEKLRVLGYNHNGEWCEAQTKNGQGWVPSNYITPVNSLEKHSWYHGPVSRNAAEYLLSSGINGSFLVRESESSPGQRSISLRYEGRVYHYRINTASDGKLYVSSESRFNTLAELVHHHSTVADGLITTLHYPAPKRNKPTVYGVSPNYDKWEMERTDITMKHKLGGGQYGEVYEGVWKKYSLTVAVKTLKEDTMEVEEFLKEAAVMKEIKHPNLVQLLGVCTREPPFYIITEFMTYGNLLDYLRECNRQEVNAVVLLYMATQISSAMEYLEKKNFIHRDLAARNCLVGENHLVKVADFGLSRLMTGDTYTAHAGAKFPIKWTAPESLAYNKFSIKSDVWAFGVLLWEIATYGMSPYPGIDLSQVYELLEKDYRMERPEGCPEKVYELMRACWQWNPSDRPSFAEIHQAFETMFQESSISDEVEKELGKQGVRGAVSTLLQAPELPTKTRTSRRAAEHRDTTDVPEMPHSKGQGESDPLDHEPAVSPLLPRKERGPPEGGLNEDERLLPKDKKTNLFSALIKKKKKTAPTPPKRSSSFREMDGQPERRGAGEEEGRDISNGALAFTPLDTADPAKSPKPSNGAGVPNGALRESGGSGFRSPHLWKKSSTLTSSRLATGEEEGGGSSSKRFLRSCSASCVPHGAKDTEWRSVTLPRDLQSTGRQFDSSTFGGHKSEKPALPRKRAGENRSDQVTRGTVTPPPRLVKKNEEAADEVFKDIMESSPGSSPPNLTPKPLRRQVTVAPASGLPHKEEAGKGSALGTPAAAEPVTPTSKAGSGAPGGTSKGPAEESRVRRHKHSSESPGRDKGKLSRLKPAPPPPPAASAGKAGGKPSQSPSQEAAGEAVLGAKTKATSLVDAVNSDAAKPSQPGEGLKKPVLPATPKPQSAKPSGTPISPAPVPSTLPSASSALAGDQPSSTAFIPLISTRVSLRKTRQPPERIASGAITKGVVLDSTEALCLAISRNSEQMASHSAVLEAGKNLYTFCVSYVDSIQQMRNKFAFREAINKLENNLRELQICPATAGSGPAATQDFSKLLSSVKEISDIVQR
Target sequence (Q13671 whole entry, looked up): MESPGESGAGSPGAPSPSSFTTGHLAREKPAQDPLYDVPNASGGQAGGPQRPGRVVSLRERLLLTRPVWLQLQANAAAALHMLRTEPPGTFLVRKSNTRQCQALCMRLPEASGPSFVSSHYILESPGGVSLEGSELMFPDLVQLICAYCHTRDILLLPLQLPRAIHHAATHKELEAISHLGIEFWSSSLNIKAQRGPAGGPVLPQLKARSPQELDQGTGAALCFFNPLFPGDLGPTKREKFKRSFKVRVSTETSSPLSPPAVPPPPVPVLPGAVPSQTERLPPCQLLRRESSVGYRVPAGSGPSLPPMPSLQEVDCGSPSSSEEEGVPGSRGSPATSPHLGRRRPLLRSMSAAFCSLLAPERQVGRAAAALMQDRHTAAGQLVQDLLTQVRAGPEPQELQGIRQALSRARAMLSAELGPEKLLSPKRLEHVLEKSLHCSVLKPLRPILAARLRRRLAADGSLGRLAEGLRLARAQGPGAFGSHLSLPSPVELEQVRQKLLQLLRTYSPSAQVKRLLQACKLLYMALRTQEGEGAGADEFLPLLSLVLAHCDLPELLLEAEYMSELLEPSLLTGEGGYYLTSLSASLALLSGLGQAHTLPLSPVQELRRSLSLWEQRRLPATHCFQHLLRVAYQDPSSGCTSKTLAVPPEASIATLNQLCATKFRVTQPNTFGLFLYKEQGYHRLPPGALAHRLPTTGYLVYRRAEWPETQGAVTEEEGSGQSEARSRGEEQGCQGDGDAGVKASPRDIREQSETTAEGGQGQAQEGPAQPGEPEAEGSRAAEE
CSN deneddyl inh: blocks human CSN-mediated cullin deneddylation; Q92905; Purified CSN, SCF-Nedd8-OG deneddylation, fluorescence polarization; inhibition, % at 12.5 µM; actives 0.38% (n = 360,000);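 active = pattern-corrected inhibition above about 35%, with an unprinted fluorescence ratio check between 0.5 and 1.5, limit read from the data, passing the limit was not always enough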;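 also: 0% = enzyme with substrate and 100% = substrate without enzyme; some results filed as inactive read as strong as hits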
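Material: purified human Csn5 enzyme expressed in HEK293T cells / Medium: Tris buffer pH 7.5, NaCl, DTT, Tween-20, trehalose, ovalbumin / Compound dosing: 12.5 µM single point / Schedule: 90 min incubation of compound, enzyme and substrate at room temperature / Signal: fluorescence polarization of the substrate / Control set: no-enzyme wells high, enzyme-with-substrate wells low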
eLon inh: inhibitors of E. coli Lon protease; purified E. coli Lon protease, fluorescence polarization; actives 0.42% (n = 360,000); AID 602123; inhibition, % at 7.94 µM; in the data active = inhibition above about 13%, passing the limit was not always enough;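 also: 0% = enzyme with probe and DMSO and 100% = no enzyme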
FAS TE block: FAS thioesterase (human) inhibition; recombinant FAS-TE, OMFH fluorogenic substrate, fluorescence endpoint; P49327; AID 602261; inhibition, % at 15 µM; actives 0.67% (n = 360,000);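 active = compounds whose normalised, plate-corrected inhibition of enzyme fluorescence in the single-dose primary screen is 50% or more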;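 also: 0% = DMSO with enzyme and 100% = substrate without enzyme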
bovine MsrA act: activators of bovine methionine sulfoxide reductase A | purified bovine MsrA, absorbance read-out | actives 0.3% (n = 360,000) | activation, % at 10.6 µM; in the data active = activation above about 7.5%;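 also: 0% = vehicle and 100% = reference activator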
TbMetRS inhib: Trypanosoma brucei MetRS inhibition; purified T. brucei MetRS, ATP depletion, Kinase-Glo luminescence; inhibition, % at 11.9 µM; actives 0.4% (n = 360,000);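 active = inhibition above a per-plate cutoff of the control wells' mean inhibition plus 3 SD, cut at about 5.5% in these data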;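 also: 0% = DMSO wells median and 100% = median of wells with control inhibitor compound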
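technique = Kinase-Glo luminescence, ATP depletion format | system = purified MetRS (methionyl-tRNA synthetase) enzyme from Trypanosoma brucei | timing = 15 min preincubation, 2 h reaction, all 25 °C | evaluation = percent inhibition versus plate control medians | dosing = single dose, 11.9 µM final nominal, 0.9% final DMSO | also added = substrates ATP, L-methionine and bulk Escherichia coli tRNA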
MLLE-PAM2 inh: inhibitors of microRNA-mediated deadenylation, human PABP1 MLLE binding; GST-MLLE / FITC-PAM2 fluorescence polarization; inhibition, % at 20 µM; actives 0.36% (n = 360,000); in the data active = inhibition above about 35%, passing the limit was not always enough;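 also: plate controls were DMSO wells with GST-MLLE for no effect and wells lacking GST-MLLE protein for full effect; some results filed as inactive read as strong as hits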
* = called active by the depositor; i = inactive; nt = not tested or not shown; + = active, no number. This is a random part of the collection; any-hit rate near 4%.

molecule	Neddyl block	MsrA inhibitor	Rin1 Abl inh	CSN deneddyl inh	eLon inh	FAS TE block	bovine MsrA act	TbMetRS inhib	MLLE-PAM2 inh
CCOC(=O)c1c(C)[nH]c(C(=O)CSc2nnnn2-c2ccc(C)cc2)c1C	i	0.2	-3	4	6	-7	-3	-0.5	-89
CC(=O)c1sc(NC(=O)C(C)(C)C)nc1C	i	0.4	-20	-3	-3	-1	2	0.3	-2
Cc1cc(N/N=C/c2ccncc2)nc2ccccc12	i	1.7	-3	-6	-7	-2	-8	-0.3	-14
CNC(=O)COC(=O)c1ccccc1NC(=O)c1ccco1	i	0.9	-3	4	7	-6	-5	-0.5	3
Cc1cc(S(=O)(=O)NCC(c2ccccc2)c2ccccc2)ccc1-n1cnnn1	i	-0.1	7	-2	-1	27	-13	-0.3	-1
N#CC1(N2CCN(C(=O)c3ccccc3)CC2)CCCCC1	i	0.3	1	2	-16	-9	2	-0.4	13
CCCCn1c(SCC2CCCO2)nc2cc(S(N)(=O)=O)ccc21 (configuration not stated)	i	-0.7	5.9*	6	-1	-2	-4	0.0	-59
CCCCNC(c1ccccc1)c1ccncc1 (configuration not stated)	i	-1.3	-3	-5	7	-6	1	-0.1	-10
O=C(CN1CC(=O)Oc2ccccc21)OCC(=O)c1ccc(Br)cc1	i	1.7	2	1	3	0	-3	-0.2	1
CN1c2ccsc2/C(=N/Nc2ccccc2)CS1(=O)=O	i	5.3*	-2	-10	-7	12	-7	0.0	7
CCC1CCCCN1S(=O)(=O)c1ccc(NC(=O)C2CCCO2)cc1 (configuration not stated)	i	-0.3	1	-1	-4	-4	-4	-0.4	-8
CC(=O)c1ccc(NC(=O)CSc2nnc(Cn3c(=O)sc4ccccc43)n2C)cc1	i	0.7	-2	-4	-2	-3	0	0.5	-16
CC(C)c1cc(C(=O)N/N=C/c2ccco2)n[nH]1	i	1.1	-1	0	-1	-6	-3	0.1	3
CCCNC(=O)C1(C)CCCN(C(=O)COc2ccc(C(C)(C)C)cc2)C1 (configuration not stated)	i	0.7	1	-1	-5	-2	-2	-0.1	6
O=C(CN1C(=O)NC2(CCCC2)C1=O)Nc1nc2c(F)cc(F)cc2s1	i	-0.9	2	-1	-3	-1	-1	-0.2	-8
Cc1ccsc1CNC(=O)C1(C)CCN1C(=O)C(C)C (configuration not stated)	i	-0.7	-3	-4	1	0	1	-0.4	-1
COc1ccc(NC(=S)N(Cc2ccccn2)Cc2ccccc2Cl)cc1	i	-0.9	5	-6	3	-2	-4	-0.5	-32
CC(=O)Nc1ccc(NC(=O)c2ccc(COc3ccc(C)cc3)o2)cc1	nt	1.2	-3	-2	-4	-1	-1	-0.6	-2
O=C(OCC(=O)N(Cc1ccccc1)Cc1ccccc1)c1ccccc1O	i	0.3	1	3	-7	32	-2	-0.4	19
O=C(Nc1ccc(F)cc1)C(c1cc2ccccc2o1)N1CCN(c2cccc(C(F)(F)F)n2)CC1 (configuration not stated)	i	-0.8	nt	-4	nt	nt	nt	0.2	nt
Cc1ccc(N(C(=O)c2snc(C(N)=O)c2N)C(C(=O)NCC2CCCO2)c2c[nH]c3ccccc23)cc1 (configuration not stated)	i	0.0	4	2	8	7	0	-0.6	2
COc1cc(OC)cc(OC(=O)C2CCN(C(=O)c3ccc(Cl)cc3)CC2)c1	i	-0.9	3	0	-10	14	0	-0.1	16
CC(C)n1cc(CN2CCCC(CO)(Cc3cccc(Cl)c3)C2)cn1 (configuration not stated)	i	-1.7	0	-5	-11	-7	-2	-0.4	2
O=C(Nc1ccc(N2CCOCC2)cc1)c1csc([C@@H]2C[C@H](O)[C@@H](CO)O2)n1	i	-0.8	0	0	-3	-9	-5	0.1	15
Cc1ccc(-n2cccc2C(=S)N=P(N(C)C)(N(C)C)N(C)C)cc1	i	1.4	2	5	-4	-4	-3	0.4	27
CC1Cc2ccccc2N1C(=O)CSCC(=O)O (configuration not stated)	i	0.9	0	-1	-6	-4	-2	-1.3	24
O=C(CNC(=S)N(CCCN1CCOCC1)Cc1cccs1)NC1CCCCC1	i	1.0	5	-1	0	0	-6	-1.3	-111
O=C(C1CCCCC1)N1C[C@H](O)[C@@H](n2cc(C3CC3)nn2)C[C@@H]1c1ccccc1	i	1.4	-6	3	-7	-11	-5	-0.9	-10
Cc1ccc(C(=O)Nc2ccccn2)cc1S(=O)(=O)N1CCOCC1	i	-0.9	-1	2	-4	-7	-4	-0.3	16
CC(C)n1cnc2c(NCc3ccccc3)cc(N[C@H](C)CO)cc21	i	nt	-6	22	-38	-14	0	0.1	-33
Cc1ccc(-c2noc(CN3CCCCC3)n2)cc1	i	-0.4	2	5	-2	-6	-2	-1.1	-1
Cc1ccc(C(=O)C[n+]2cccc3ccccc32)cc1	i	0.8	1	10	-47	-22	-11	-1.3	-17
COc1ccc(C(=O)Nc2ccccc2C(=O)NC2CC2)c(OC)c1OC	i	0.6	-1	-2	-15	-8	-4	-0.1	-19
COc1ccc(S(=O)(=O)CCC(=O)NCCc2ccc(C)cc2)cc1	i	-1.2	1	2	-6	-3	-6	-0.7	11
CCCNC1=CC(=O)CC(C)(C)C1	i	1.0	-2	-2	-9	-10	1	0.3	8
CN(C(=O)c1ccc(F)cc1)c1ccc(OCC(=O)Nc2ccccc2C(=O)O)cc1	i	0.8	4	-8	1	-5	-3	0.0	-18
C=CCOc1ccc(CNCc2cccnc2)cc1OCC	i	0.6	2	0	-12	-5	-5	-0.8	6
COc1ccc(C(C)NC(=O)C2CCCC2)cc1OC (configuration not stated)	i	-0.3	-2	-2	6	-2	-8	-0.1	7
CC1Cc2ccccc2N1C(=O)COC(=O)/C=C/c1cccc(F)c1 (configuration not stated)	i	0.0	12*	-6	-3	26	-2	-0.1	-9
O=C(c1ccncc1)N1N=C(c2ccc(Cl)cc2)CC1c1ccccc1O (configuration not stated)	i	0.4	-3	7	-32	6	-1	0.1	-37
O=C(NC1CCCC1)C(c1ccco1)N(C(=O)c1csnn1)c1ccccc1 (configuration not stated)	i	0.5	1	5	-2	-6	-1	-0.3	13
CCc1ccccc1N(C(=O)c1snc(C(N)=O)c1N)C(C(=O)NCC1CCCO1)c1c[nH]c2ccccc12 (configuration not stated)	i	0.6	3	-2	-4	8	-3	-0.5	6
Cc1nn(-c2ccccc2)c(Cl)c1/C=C(\C#N)C(=O)NC(C)C	i	0.1	-2	-3	2	13	-2	-0.5	-2
Cc1cccc(NC(=O)COC(=O)CN2C(=O)c3ccccc3C2=O)c1C	i	0.2	0	-5	0	-10	-3	-0.3	4
O=C1C2CCCN2C(c2ccccc2F)N1c1ccc(F)cc1 (configuration not stated)	i	0.8	-2	1	0	0	0	0.1	-9
CCNC(=O)C1CC(=O)N(Cc2ccc3c(c2)OCO3)C(=Nc2ccc(F)cc2)S1 (configuration not stated)	i	0.7	1	2	-10	-3	3	-0.1	5
CCOC(=O)CC1C(=O)NCCN1C(=S)NC(=O)c1ccccc1OC (configuration not stated)	i	-0.3	1	-1	10	-4	-9	-0.6	13
COc1ccc(N2CCN(C(=O)c3cc(-c4ccc(F)cc4)[nH]c3C)CC2)cc1	i	-0.8	0	-1	-9	4	-2	-0.9	4
O=C1C2CCCN2C(c2ccccc2)N1c1ccc(Cl)cc1 (configuration not stated)	i	0.9	2	3	-1	-3	-3	-0.6	0
OCCC1CN(Cc2nc(-c3ccccc3)cs2)CCN1CCc1ccccc1 (configuration not stated)	i	-0.2	0	4	-3	9	-4	-0.7	-28

Profiles from above. Order of values: Neddyl block | MsrA inhibitor | Rin1 Abl inh | CSN deneddyl inh | eLon inh | FAS TE block | bovine MsrA act | TbMetRS inhib | MLLE-PAM2 inh
Record of `Cc1nn(-c2ccccc2)c(Cl)c1/C=C(\C#N)C(=O)NC(C)C` → i | 0.1 | -2 | -3 | 2 | 13 | -2 | -0.5 | -2
Record of `Cc1ccc(-c2noc(CN3CCCCC3)n2)cc1` → i | -0.4 | 2 | 5 | -2 | -6 | -2 | -1.1 | -1
Record of `Cc1ccc(C(=O)Nc2ccccn2)cc1S(=O)(=O)N1CCOCC1` → i | -0.9 | -1 | 2 | -4 | -7 | -4 | -0.3 | 16
Record of `O=C(CNC(=S)N(CCCN1CCOCC1)Cc1cccs1)NC1CCCCC1` → i | 1.0 | 5 | -1 | 0 | 0 | -6 | -1.3 | -111

Remaining list, next part
molecule	Neddyl block	MsrA inhibitor	Rin1 Abl inh	CSN deneddyl inh	eLon inh	FAS TE block	bovine MsrA act	TbMetRS inhib	MLLE-PAM2 inh
Cc1ccc(C(=O)Oc2cccc(NC(=O)c3ccco3)c2)cc1S(=O)(=O)N1CCC(C)CC1	i	-0.2	3	3	1	20	-3	-0.2	6
COc1ccc(C)cc1N(CC(=O)NCCSCc1cccc(Cl)c1)S(C)(=O)=O	i	-0.7	-1	1	-7	5	-2	-1.3	4
Nc1nc(SCc2nnc(SCC(=O)O)n2-c2ccccc2)nc2sc3c(c12)CCCC3	i	0.4	1	4	4	-5	-13	-0.8	-99
CCCCn1nc2cc(C(=O)NCc3ccc(C(F)(F)F)cc3C(F)(F)F)ccc2c1OCC	i	0.2	2	-2	4	-4	-7	-0.1	16
COc1ccc(C(=O)Nc2ccccc2C(=O)N/N=C/c2ccco2)cc1	i	1.8	-1	-11	-17	-1	-5	-1.3	7
CC(=O)N1CCc2cc(S(=O)(=O)CCC(=O)N3CCN(c4ccccc4)CC3)ccc21	i	-1.1	3	1	0	-2	-7	0.1	-6
CN(C(=O)C12CC3CC(CC(C3)C1)C2)C1CCS(=O)(=O)C1 (configuration not stated)	i	-0.1	0	2	-10	-6	-1	0.3	9
N#Cc1ccc(C23CC4(C2)[C@H](CN(Cc2ccc(C(F)(F)F)cc2)[C@@H]4c2ccccc2)C3c2ccccc2)cc1 (some centres not stated)	i	0.7	3	3	-3	21	1	-0.3	-14
CN(C)C(=O)Nc1ccc(F)cc1F	i	1.0	3	-6	-7	-13	-2	-0.3	-5
COc1ccc(S(=O)(=O)C(C#N)c2nc3ccccc3nc2N2CCCC(C)C2)cc1 (configuration not stated)	nt	1.0	0	-1	8	9	-3	0.6	29
Cc1ccc(NC2CCCN(C(=O)c3cnsn3)C2)cc1C (configuration not stated)	i	1.6	-3	2	1	-2	-2	0.3	10
O=C(NC(=S)Nc1ccccc1Br)c1ccc2c(c1)OCO2	i	0.8	2	2	2	18	-4	-0.3	33
c1ccc(Oc2nc(-c3cccnc3)nc3ccccc23)cc1	i	-0.3	2	-6	7	31	-2	-0.7	16
Cc1cccn2cc(COc3ccc(-c4ccccc4)cc3)nc12	i	0.8	-6	-2	-5	34	-9	-1.1	12
COCC(=O)Nc1cccc(C(F)(F)F)c1	i	-0.3	-5	-2	-6	-7	-1	0.0	-2
O=C(Nc1cccc2ccccc12)N1CCN(Cc2ccccc2)CC1	i	-0.7	0	3	-18	0	0	-0.2	-1
Nc1c(Cl)cc(-c2[nH]c3cc(C(=O)NCCO)ccc3c(=O)c2O)cc1Cl	i	1.1	3	4	+	-6	1	-0.3	-1

Compound activity (PubChem BioAssay)
